SENP8 block-1 = SENP8 protease inhibition | actives 1.2% (n = 330,000) | AID 2540 | inhibition, % at 10 µM | Q96LD8 | purified SENP8, Z-RLRGG-aminoluciferin cleavage, luminescence; in the data active = inhibition above about 50%
NLRP3 yeast inh = blocks the NALP3 inflammasome reconstituted in yeast | Yeast reconstituted NLRP3/ASC/caspase-1, beta-gal luminescence, 24 h | inhibition, % at 10 µM | actives 0.39% (n = 330,000) | AID 2825;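 active = inhibition of 50% or more; inactive = inhibition below 50%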;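 note: plate controls were induced DMSO wells for no effect and uninduced yeast grown without galactose for full effect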
SENP1 FRET inh = SENP1 (human) catalytic domain inhibition; Q9P0U3; recombinant SENP1 catalytic domain, CyPet-SUMO1-YPet FRET cleavage; inhibition, % at 10 µM; actives 0.21% (n = 360,000);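 active = inhibition at least 30% at 10 µM, raw YFP signal under a set limit, fluorescence ratio 0.5 to 1.5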;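 note: 0% = enzyme with DMSO and 100% = no enzyme wells; some results filed as inactive read as strong as hits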
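Material – human SENP1 catalytic domain · Input – SENP1 enzyme, 20 pM final · Compound dosing – single concentration of 10 µM compound, 0.5% DMSO final · Timing – enzyme reaction for 50 min at room temperature, dark · Measured by – FRET fluorescence in CFP and YFP emission channels · Control set – no-enzyme wells low, DMSO-plus-enzyme wells high control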
SENP6 block = inhibitors of human SENP6 protease; inhibition, % at 10 µM; Q9GZR1; Recombinant SENP6 catalytic domain, aminoluciferin luminescence; actives 1.8% (n = 330,000);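 active = inhibition above about 50% at the single tested dose, limit read from the data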;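 note: plate controls were DMSO wells with enzyme for no effect and DMSO wells lacking enzyme for full effect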
Target sequence (Q9GZR1 628-1112 limits assumed): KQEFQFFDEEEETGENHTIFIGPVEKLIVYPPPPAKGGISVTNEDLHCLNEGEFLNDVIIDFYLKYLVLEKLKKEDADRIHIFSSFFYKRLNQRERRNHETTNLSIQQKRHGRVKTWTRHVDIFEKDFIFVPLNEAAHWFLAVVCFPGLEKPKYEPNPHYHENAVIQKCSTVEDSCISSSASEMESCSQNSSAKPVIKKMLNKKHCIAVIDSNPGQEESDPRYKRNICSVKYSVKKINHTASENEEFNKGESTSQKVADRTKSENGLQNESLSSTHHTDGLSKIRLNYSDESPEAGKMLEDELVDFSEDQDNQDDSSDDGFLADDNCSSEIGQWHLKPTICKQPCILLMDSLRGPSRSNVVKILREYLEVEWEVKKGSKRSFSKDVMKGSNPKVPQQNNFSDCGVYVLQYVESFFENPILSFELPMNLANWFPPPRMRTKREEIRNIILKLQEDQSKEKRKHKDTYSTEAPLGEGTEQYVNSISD
Apaf1 inhib = human Apaf-1 inhibition | inhibition, % at 20 µM | AID 489030 | reconstituted apoptosome caspase-3 activity, DEVD-Rh110 fluorescence | O14727 | actives 0.71% (n = 330,000); active = inhibition of at least 40% at 20 µM;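 note: plate controls were DMSO wells for no effect and DEVD-CHO caspase inhibitor wells for full effect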
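Material: biochemical Apaf-1 apoptosome reconstitution. Medium: Hepes buffer, pH 7.5. Also added: cytochrome c activation, bis-DEVD rhodamine 110 substrate. Timing: 30 min compound preincubation, 50 min activation, room temperature. Measured by: rhodamine 110 fluorescence at Ex 480/Em 540 nm.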
PfGluPho inh = PfG6PD (Plasmodium falciparum) enzyme inhibition. PfGluPho enzyme, NADPH resazurin-diaphorase fluorescence. inhibition, % at 20 µM. actives 0.78% (n = 350,000). AID 504690;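 active = inhibition reaching at least a set limit at 20 µM in the primary screen, cut at about 59% in these data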;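 note: 0% = DMSO wells with substrate and 100% = DMSO wells lacking glucose-6-phosphate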
HKDC1 inhibitor = blocks human hexokinase HKDC1 activity. AID 493160. recombinant HKDC1, G6PDH/diaphorase resazurin coupled fluorescence. inhibition, % at 20 µM. actives 0.16% (n = 340,000). Q2TB90;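 active = inhibition above about 35% when tested at 20 µM, limit read from the data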;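 note: plate controls were DMSO wells with enzyme for no effect and DMSO wells lacking enzyme for full effect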
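Assay system – recombinant HKDC1 (HK5) hexokinase enzyme, produced in-house · Input – HKDC1 at 5 µg/mL · Reagent – glucose plus 1 mM ATP as hexokinase substrates · Timing – 90 min reaction incubation at room temperature, dark · Measured by – G6PDH/diaphorase-coupled fluorescence, 1 mM NADP, 100 µM resazurin, 525/613 nm · Benchmarks – DMSO-enzyme wells negative, buffer-substituted wells positive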
SENP8 block-2 = inhibitors of human SENP8 protease | Q96LD8 | recombinant SENP8, Nedd8 substrate fluorescence | inhibition, % at 20 µM | actives 0.64% (n = 360,000) | AID 602440; in the data active = inhibition mostly above about 40%, no sharp cut-off; inactive = mostly below about 27%
SENP7 inh = inhibitors of human SENP7 protease | Q9BQF6 | recombinant SENP7, Z-RLRGG-aminoluciferin luminescence, 40 min | inhibition, % at 5 µM | actives 1.5% (n = 330,000);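 active = inhibition above about 50% at the single test dose, limit read from the data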;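 note: plate controls were DMSO with enzyme for no effect and no enzyme buffer wells for full effect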
Target sequence (Q9BQF6 706-1050 limits assumed): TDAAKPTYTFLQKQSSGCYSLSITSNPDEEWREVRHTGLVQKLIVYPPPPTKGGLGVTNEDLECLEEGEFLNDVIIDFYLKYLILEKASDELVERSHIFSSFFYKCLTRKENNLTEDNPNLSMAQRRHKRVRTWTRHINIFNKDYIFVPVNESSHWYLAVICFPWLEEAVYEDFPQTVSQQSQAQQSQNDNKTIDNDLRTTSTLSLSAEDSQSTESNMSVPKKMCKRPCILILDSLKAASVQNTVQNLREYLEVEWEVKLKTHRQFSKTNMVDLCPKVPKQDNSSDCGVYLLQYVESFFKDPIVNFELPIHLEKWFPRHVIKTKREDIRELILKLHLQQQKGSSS
* marks the source's active call; other numbers are inactive results; i = inactive; x = no result given.

item	Structure	SENP8 block-1	NLRP3 yeast inh	SENP1 FRET inh	SENP6 block	Apaf1 inhib	PfGluPho inh	HKDC1 inhibitor	SENP8 block-2	SENP7 inh
1	Cc1c(C(=O)OCC2CCCO2)[nH]c2c1C(=O)CC(c1ccc(N(C)C)cc1)C2 (stereo not drawn)	-5	-2	-4	2	14	10	0	-5	-18
2	CCn1nc(C)c(/C=N/NC(=O)Cn2nnc(N)n2)c1C	-2	1	2	-8	-22	-1	-1	25	3
3	COC(=O)c1cc(OC)c(OC)cc1NC(=O)CCc1ccc(C)o1	-7	21	1	-7	-9	-7	1	-245	-1
4	C=CC[N+]1(CC=C)CCOCC1	7	-5	1	-15	10	0	2	5	6
5	Cc1ccc(/C=N/N2CCN(c3ccccn3)CC2)cc1	-16	17	4	1	11	10	14	11	-2
6	COc1ccc(OC)c(C(=O)c2coc3ccc(OC(C)=O)cc23)c1	0	20	1	-10	-3	-12	-3	-7	3
7	Cn1c(N)c(C(=O)COC(=O)C2CCCC2)c(=O)n(C)c1=O	-7	-9	-2	-8	-2	-14	-2	13	-3
8	O=C(OCC(=O)N1CCCc2ccccc21)c1ccc(Cl)nc1	3	24	2	-6	0	-5	-5	8	7
9	CC1CC(C)(C)NC(=S)N1CC(=O)N1CCN(Cc2ccccc2)CC1 (stereo not drawn)	-5	8	1	-25	5	-5	-3	15	5
10	COc1cc(C(=O)NNC(=S)NC(=O)/C=C/c2ccccc2)cc(OC)c1OC	4	28	2	-30	3	-13	-23	16	0
11	COc1ccc(C(=O)NNC(=S)Nc2ccccc2)cc1	29	7	2	-14	-2	-13	-3	22	10
12	O=C(NCCC1=CCCCC1)C1CCN(S(=O)(=O)c2cnc[nH]2)CC1	3	22	-1	7	9	-5	1	9	8
13	N#Cc1ccc(Cl)cc1NC(=O)COC(=O)c1ccc2c(c1)OCCO2	-2	-7	0	-11	13	-1	-7	14	4
14	CC(Sc1nc2nn(-c3ccccc3)c(=O)c-2c2n1CCCCC2)C(N)=O (stereo not drawn)	0	6	-1	1	-16	1	-1	15	-4
15	COCCn1nnnc1C(c1cc(OC)ccc1OC)N1CCc2ccccc2C1 (stereo not drawn)	2	17	0	-15	6	-8	-5	3	-4
16	O=C(CC(Sc1ccc(Br)cc1)C(=O)O)c1ccc(Br)cc1 (stereo not drawn)	1	11	x	18	3	x	x	x	4
17	Cc1ccc(-n2nc3c(=O)n(C(C)C(=O)NCc4ccccc4Cl)nc(C)c3c2C)cc1 (stereo not drawn)	-3	8	-1	11	11	-1	1	10	2
18	O=C(C1CCCN1S(=O)(=O)c1cccc2cccnc12)N1CCc2ccccc2C1 (stereo not drawn)	-5	10	-2	-6	3	3	3	11	-7
19	Cc1nn(-c2ccccc2)c(Cl)c1/C=N/Nc1nc2ccccc2n1C	54*	24	33*	43	19	102*	-8	5	65*
20	Cc1ccc(NC(=S)Nc2ccccn2)c(C)c1	-2	26	-3	3	16	-12	0	28	-11

Later entries.
item	Structure	SENP8 block-1	NLRP3 yeast inh	SENP1 FRET inh	SENP6 block	Apaf1 inhib	PfGluPho inh	HKDC1 inhibitor	SENP8 block-2	SENP7 inh
21	O=C(Nc1ccccc1N1CCOCC1)c1cc(Br)c(Br)s1	4	13	1	-2	-10	6	-6	18	-7
22	CCc1ccc(NC(=O)COC(=O)c2ccc(Cl)c(S(=O)(=O)N3CCCCCC3)c2)cc1	-4	29	2	-5	18	-8	1	25	5
23	COc1ccc(NC(=O)c2cn(C)c(=O)c3cc(OC)c(OC)cc23)cc1OC	15	11	2	0	0	2	2	23	5
24	CCN(CC)CCCNC(=O)c1ccc2c(=O)n(Cc3ccc4c(c3)OCO4)c(=S)[nH]c2c1	-7	4	0	0	7	14	-3	11	-4
25	CC(=O)OCC1=C(C(=O)O)N2C(=O)C(NC(=O)C(C)Cn3cc(Cl)cn3)C2SC1 (stereo not drawn)	1	13	1	-17	-3	-4	1	16	-4
26	CSCCC(NC(=O)c1ccccc1)C(=O)NNC(=O)c1csc(N2CCOCC2)n1 (stereo not drawn)	-11	9	5	-12	6	-8	3	-3	7
27	Cc1ccc(NC(=O)C(c2ccccc2)C2CCCC2)cc1 (stereo not drawn)	x	x	2	x	x	3	-5	3	x
28	O=C(O)CN(c1ccc(F)cc1)S(=O)(=O)c1ccc2c(c1)OCCO2	-4	-19	0	-26	-2	-24	-9	14	-9
29	O=[N+]([O-])c1ccc(Cc2nnc(-c3ccccc3Cl)o2)cc1	5	4	-16	3	0	4	-2	22	-8
30	CSc1ncccc1C(=O)Nc1nc(C(C)(C)C)cs1	1	39	2	-24	11	12	4	14	10
31	CCOC(=O)c1nn(-c2ccc(F)cc2)c2c1CC/C2=C/c1ccccc1	-7	-8	0	5	-10	-5	-2	-387	17
32	CCOC(=O)CCc1c(C)c2c(C)nn(-c3ccccc3)c2[nH]c1=O	3	10	-1	17	5	-2	0	-14	-1
33	O=C(O)c1ccn[nH]1	-1	6	-2	-8	-3	2	-4	9	5
34	Cc1ccc2c(n1)sc1c(-c3ccc(Br)cc3)c(C#N)c(N)nc12	2	-7	-24	11	20	-5	9	i	-1
35	Cc1cc(O)c(C(C)C)cc1NC(=O)Nc1cc(Cl)ccc1Cl	x	x	4	x	x	27	22	16	x
36	CCOc1ccc(-c2ccc(SCC(=O)NCC3CCCO3)nn2)cc1 (stereo not drawn)	2	-4	4	-17	-7	6	-4	8	-1
37	Cc1nn(-c2c(Cl)cc(Cl)cc2Cl)c(=O)c2ccccc12	1	63*	0	-15	14	-10	-4	19	0
38	CCOc1ccccc1N1CCN(C(=O)c2ccccc2SCC(=O)N2CCCC2)CC1	0	22	2	-17	6	10	-3	-109	-4
39	CCn1cc(C(=O)O)c(=O)c2cc(F)c(N3CCN(C(=S)NC(=O)c4cc(OC)cc(OC)c4)CC3)cc21	-1	16	0	1	11	2	-6	-361	1
40	CC(=O)Nc1ccc2nc(NC(=O)CCc3ccccc3)sc2c1	-3	13	0	-27	-6	5	-3	4	-3

More compounds:
item	Structure	SENP8 block-1	NLRP3 yeast inh	SENP1 FRET inh	SENP6 block	Apaf1 inhib	PfGluPho inh	HKDC1 inhibitor	SENP8 block-2	SENP7 inh
41	O=C(NCCCN1CCN(CCCNC(=O)c2cccc([N+](=O)[O-])c2)CC1)c1cccc([N+](=O)[O-])c1	-3	12	3	-15	9	6	-3	19	-3
42	CC(NC(=O)C1CCC(CNS(=O)(=O)c2ccccc2)CC1)c1ccc2c(c1)OCCO2 (stereo not drawn)	-1	3	x	-4	-1	x	x	x	3
43	COc1ccc(C(=O)NCCOc2ccccc2Cl)c(OC)c1OC	-13	12	1	-43	15	-5	3	14	-13
44	COc1cccc(NC(=S)N/N=C2/CCCCc3ccccc32)c1	x	x	2	x	x	-3	-24	10	x
45	O=C(CSc1nnc(-c2ccc(F)cc2)c2ccccc12)Nc1cccc(Cl)c1	1	13	1	8	9	20	-2	23	-6
46	CCOc1cc(/C=N/NC(=O)c2ccccn2)ccc1OC(=O)c1ccc(F)cc1	-4	0	3	1	12	16	-1	-19	1
47	CC(=O)c1cccc(NC(=O)CSc2nc(=O)n(CCN3CCOCC3)c3c2CCC3)c1	1	-11	1	7	3	-15	1	2	7
48	COc1ccc(Cc2nc3ccc(C(=O)N(C)CCO)cc3o2)cc1	-1	10	2	5	-5	-9	-1	12	13
49	O=[N+]([O-])c1cccc(-c2noc(-c3cccs3)n2)c1	34	1	2	56*	-10	4	-4	17	75*
50	COc1ccc(NC(=S)N(CCN2CCOCC2)Cc2ccccc2F)cc1	-2	8	0	11	1	-10	-6	8	6
51	CC1=Nc2cc(C(=O)N3CCCC3)ccc2Sc2c(C)ccc(C)c21	-6	17	-1	13	12	-3	5	-10	0
52	O=C(COc1ccc(-c2nnco2)cc1)NCc1ccccc1Cl	-8	15	3	-22	-6	-2	10	11	-3
53	COc1ccc(NC(=S)Nc2ccc3cn[nH]c3c2)cc1	2	13	-4	11	22	3	7	-55	8
54	COC1=C(NCc2ccc3c(c2)OCO3)C(=O)C(OC)=C(NCc2ccc3c(c2)OCO3)C1=O	x	x	-6	x	x	10	12	-259	x
55	NC1=NC(=O)/C(=C\c2cccs2)S1	-16	-4	0	-26	-3	-1	-5	0	-11
56	COc1ccc(C2(O)CCN(CC(=O)Nc3nc(-c4ccccc4)cs3)CC2)cc1	6	35	1	5	27	14	1	8	5

Compound activity from PubChem.
